# Luciferase inh: Firefly luciferase inhibition profiling of diverse chemical library using quantitative high-throughput screening; Luciferin 4-monooxygenase (Photinus pyralis), P08659; purified P. pyralis luciferase, luminescence, biochemical; Potency, µM (top dose mostly 115 µM), for the others: at the highest dose activity change, negative = inhibition, actives largely listed as inhibitors; 76,000 compounds, 2.5% hits; AID 1347043, 2019; note: potency is the fitted concentration of half-maximal effect; nearly all actives have a fitted effect of over 65% in size
# Target sequence (P08659 whole entry, looked up): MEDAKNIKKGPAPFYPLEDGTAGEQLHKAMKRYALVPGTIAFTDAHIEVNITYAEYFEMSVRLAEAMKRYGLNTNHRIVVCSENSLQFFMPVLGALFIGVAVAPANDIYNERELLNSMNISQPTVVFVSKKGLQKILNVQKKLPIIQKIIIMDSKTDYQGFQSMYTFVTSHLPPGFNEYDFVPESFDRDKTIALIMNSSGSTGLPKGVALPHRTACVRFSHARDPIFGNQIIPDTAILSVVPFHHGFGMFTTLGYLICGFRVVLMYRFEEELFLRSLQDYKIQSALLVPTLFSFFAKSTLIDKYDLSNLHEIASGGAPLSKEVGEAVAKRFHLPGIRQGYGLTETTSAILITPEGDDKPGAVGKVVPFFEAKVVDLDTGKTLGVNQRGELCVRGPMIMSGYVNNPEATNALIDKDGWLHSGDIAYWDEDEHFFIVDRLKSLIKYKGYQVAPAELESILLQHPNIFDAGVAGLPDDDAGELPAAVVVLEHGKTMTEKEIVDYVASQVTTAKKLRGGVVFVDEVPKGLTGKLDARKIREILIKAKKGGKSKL
#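 Luminescence read by CCD imager after adding enzyme (10nM final) to wells holding compound, titrated in qHTS. Substrates 10uM each D-luciferin and ATP; buffer 50mM Tris acetate pH 7.5, 10mM Mg acetate, Tween-20, BSA.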
# GPT2 inhibitor: Primary qHTS assay for inhibitors of Glutamate pyruvate transaminase 2 (GPT2); Alanine aminotransferase 2 (Homo sapiens), Q8TD30; Recombinant GPT2, coupled pyruvate oxidase/HRP Amplex Red fluorescence; Potency, µM (doses to about 57.7 µM), for the others: at the top dose activity change, negative = inhibition, hits mostly inhibitors; 100,000 compounds, 0.25% hits; note: potency is the fitted concentration of half-maximal effect; nearly all actives have a fitted effect of over 60% in size; many of its hits are not listed in these tables
# Target sequence (Q8TD30 whole entry, looked up): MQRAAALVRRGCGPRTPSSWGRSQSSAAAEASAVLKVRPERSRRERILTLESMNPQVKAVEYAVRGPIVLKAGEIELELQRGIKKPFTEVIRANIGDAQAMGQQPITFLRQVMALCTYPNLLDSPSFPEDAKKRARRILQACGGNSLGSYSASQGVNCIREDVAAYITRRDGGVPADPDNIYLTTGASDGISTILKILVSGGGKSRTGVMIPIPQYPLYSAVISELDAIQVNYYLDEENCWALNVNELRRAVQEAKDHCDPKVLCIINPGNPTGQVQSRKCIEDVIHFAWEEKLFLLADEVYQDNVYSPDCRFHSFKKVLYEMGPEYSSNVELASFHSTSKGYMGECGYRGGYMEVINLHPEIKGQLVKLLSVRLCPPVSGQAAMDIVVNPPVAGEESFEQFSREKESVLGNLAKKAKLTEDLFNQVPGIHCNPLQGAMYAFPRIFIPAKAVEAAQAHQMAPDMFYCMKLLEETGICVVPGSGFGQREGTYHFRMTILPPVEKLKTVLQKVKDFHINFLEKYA
#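 GPT2 10ng/uL, a-KG 250uM, L-Ala 2mM, HEPES pH7.5 + 0.0001% Tween; 30 min RT. Then Amplex mix (PO/HRP/ThPP), 30 min RT dark, fluorescence. AOA 50uM used as positive control.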
# IP6K1 inh: Primary qHTS assay for small molecule inhibitors of Inositol hexaphosphate kinase 1 (IP6K1). Inositol hexakisphosphate kinase 1 (Homo sapiens), Q92551. IP6K1 kinase, ADP-Glo luminescence, 2 h; stronger effect = lower value. activity change, % (series mostly up to about 58 µM). 140,000 compounds, 0.81% hits. AID 1645851, 2021; in the data active = activity change below about -25%
#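 ADP-Glo luminescence measures ADP made by human IP6K1 during a 2 h RT reaction with ATP/IP6 (mix at 1.3 mM/130 uM); top library doses 57.5 and 19.1 uM final.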
# 3T3 cytotox: Cytotoxic Profiling in NIH 3T3 Cell Line of Diverse Libraries Using Quantitative High-Throughput Screening; AID 1345082, 2018; 94,000 compounds, 4.3% hits; Potency, µM (highest dose often 96.7 µM), without a hit: at the top dose activity change, negative = cytotoxicity, usual class: inhibitors; NIH 3T3 viability, CellTiter-Glo ATP luminescence, 48-72 h; note: potency is the fitted concentration of half-maximal effect; nearly all actives have a fitted effect of over 55% in size
#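 Cytotoxicity was measured by CellTiter-Glo ATP luminescence after 48 or 72 h compound exposure at 37 °C. Mouse NIH 3T3 fibroblasts were seeded at 400 cells/well and dosed by 23 nL pin transfer.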
# HEK293 viab: GF-AFC viability counterscreen for inhibitors of alpha-synuclein gene (SNCA) expression; HEK-293-SNCA-luc viability, GF-AFC fluorescence, 24 h; Potency, µM (titrated, usually from 57.1 µM), inactives show top-dose activity change, negative = cytotoxicity, hits mostly cytotoxic; 150,000 compounds, 0.12% hits;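 note: potency is the fitted concentration of half-maximal effect; 0% = DMSO-treated cells and -100% = medium-only wells without cells; nearly all actives have a fitted effect of over 30% in size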
#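 HEK-293-SNCA-luc cells (1500/well) plated 24 h, then exposed 24 h to a dilution series; GF-AFC added 30 min at 37C, fluorescence 405/540 nm; normalised to medium-only and DMSO wells, Hill fit.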
# HEK cytotox: Cytotoxic Profiling in HEK 293 Cell Line of Diverse Libraries Using Quantitative High-Throughput Screening | HEK 293 viability, ATP luminescence (CellTiter-Glo), 48-72 h | Potency, µM (top dose mostly 115 µM), without a hit: at the top dose activity change, negative = cytotoxicity, actives largely listed as inhibitors | 94,000 compounds, 6.6% hits; note: potency is the fitted concentration of half-maximal effect; nearly all actives have a fitted effect of over 60% in size
#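 Cytotoxicity was scored by loss of ATP-coupled luminescence (CellTiter-Glo) in HEK 293 cells. Compound treatment ran 48 or 72 hr at 37 degree Celsius, 5% CO2, 95% humidity.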
# SNCA expr inhib: Primary qHTS assay for inhibitors of alpha-synuclein gene (SNCA) expression | Potency, µM (doses to about 57.2 µM), inactives show at the top dose activity change, negative = inhibition, usual class: inhibitors | AID 1671194, 2021 | HEK-293 SNCA-luciferase knock-in, luminescence, 24 h | 140,000 compounds, 0.17% hits;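 note: potency is the fitted concentration of half-maximal effect; plate controls were DMSO cells for no effect and cell-free wells for full effect; nearly all actives have a fitted effect of over 45% in size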
# Starred values were filed as active, the others as inactive; i = inactive; ? = inconclusive; / = no result given; & = joins results of further samples; [ ] = another dose, or the depositor's remark. Unless noted, calls come from the whole dose curve; as a rule, active = well fitted curve in the direction sought with a large enough effect; inconclusive = small, poorly fitted or top-dose-only effect, or another doubt; inactive = no such curve, though single readings can be large; an effect the other way counts as inactive or inconclusive. Unless noted, % is set by controls: 0 for no effect and ±100 for the full control effect. The list is partial (hit frequency here may not be typical).
# Labels used below: A = Luciferase inh; B = GPT2 inhibitor; C = IP6K1 inh; D = 3T3 cytotox; E = HEK293 viab; F = HEK cytotox; G = SNCA expr inhib
> CCc1cc(C(=O)Nc2c(C)nn(Cc3ccc(C)cc3)c2C)no1
  A: / | B: / | C: -11 | D: / | E: -4% | F: / | G: 18%

> c1ccc(OCCn2c(COc3ccccc3)nc3ccccc32)cc1
  A: / | B: / | C: -4 | D: / | E: 14% | F: / | G: 104%[activator]

> Cc1ccc(CCNC(=O)CCc2cn(Cc3ccccc3C)c3ccccc23)cc1
  A: / | B: / | C: 56 | D: / | E: 8% | F: / | G: -9%

> COc1ccccc1NC(=O)N1CCC(N(C(=O)C2CC2)C2CCOCC2)CC1
  A: -1% | B: -5% | C: -10 | D: -5% | E: -7% | F: 18% | G: -20%

> COc1ccc(NC(=O)N2CCc3c(C(=O)Nc4ccc5c(c4)OCO5)cccc32)cc1
  A: 2.8µM* | B: i | C: -6 | D: -21% | E: 18% | F: ? | G: 7.9µM*

> O=C(NCCC1=CCCCC1)c1nnn2cc(-c3ccccc3)[nH]c(=O)c12
  A: -9% | B: i | C: 0 | D: ? | E: -11% | F: ? | G: 10%

> Cc1ccc(C)c(C(=O)N2CCC3(CC2)NC(=O)N(c2ccc(F)cc2)N3)c1
  A: 5% | B: ? | C: 23 | D: ? | E: -10% | F: ? | G: 2%

> Cc1cn2nc(-c3nc(C4CCCN(C(=O)c5cccc(Cl)c5)C4)no3)cc2c(=O)[nH]1 (stereo unspecified)
  A: -4% | B: 2% | C: 16 | D: -27% | E: -20% | F: ? | G: 26%

> COc1ccc(S(=O)(=O)NCCc2cc3ccc(C)c(C)c3[nH]c2=O)cc1
  A: / | B: / | C: -4 | D: / | E: -15% | F: / | G: -2%

> CNC(C)C(=O)NC(C(=O)N1CCCC1C(=O)Nc1cccc2ncccc12)C(C)C (stereo unspecified)
  A: / | B: i | C: -2 | D: / | E: 7% | F: / | G: /

> COc1ccc(C(=O)Nc2nnc(SCc3cc(=O)n4cccc(C)c4n3)s2)cc1
  A: / | B: / | C: 19 | D: / | E: 10% | F: / | G: 42%[activator]

> CN(CC1CCOCC1)S(=O)(=O)c1ccc2c(c1)CCCC2
  A: -10% | B: i | C: 15 | D: ? | E: 5% | F: ? | G: -21%

> CCCCN1C(=O)[C@@H]2C[C@@H](O)CN2C2(CN(C3CCCC3)C2)C1=O
  A: -3%[172 µM] | B: 0%[88.5 µM] | C: 0 | D: -1%[174 µM] | E: -1%[87.6 µM] | F: -4%[172 µM] | G: 12%[87.6 µM]

> COc1ccc(-c2cc(C[C@H]3CNCC[C@H]3CC(=O)N3CCN(c4ccccc4)CC3)no2)cc1
  A: -11% | B: -1% | C: 2 | D: 25µM* | E: 2% | F: 40µM* | G: -13%

> COc1ccc(Nc2cc(C)c3cc(NC(=O)c4cc(OC)cc(OC)c4)ccc3n2)cc1
  A: / | B: / | C: 16 | D: / | E: -10% | F: / | G: -15%

> O=C(NCc1ccc2c(c1)OCO2)c1ccc2nnc(-c3cc(F)ccc3F)n2c1
  A: / | B: ? | C: 5 | D: ? | E: 10% | F: ? | G: -21%

> CCOc1ccc(C(=O)NC2CCN(c3cn[nH]c(=O)c3)CC2)cc1
  A: -6% | B: -8% | C: 6 | D: -15% | E: -14% | F: i | G: 4%

> Cc1nn2c(c1-c1ccccc1[S+](C)(=O)[O-])N(CCC(C)C)CCC2
  A: -13%[172 µM] | B: 3%[88.5 µM] | C: 17 | D: ? | E: ? | F: ? | G: 3.2µM*

> CN1CCN(CC(C)(CN)c2ccccn2)CC1 (stereo unspecified)
  A: / | B: -9%[88.5 µM] | C: -16 | D: i | E: -4%[87.6 µM] | F: i | G: -9%[87.6 µM]

> CCN1CC(c2ccccc2)CC2(CCN(C(=O)N3CCCC3)CC2)C1 (stereo unspecified)
  A: -6% | B: i | C: -1 | D: -18% | E: 12% | F: -18% | G: -9%

> Cc1ccc2nc(CO[C@H]3CN(C(=O)C4CCOCC4)C[C@H]3F)[nH]c2c1
  A: 9%[172 µM] | B: ? | C: -6 | D: 3%[138 µM] | E: 6%[87.6 µM] | F: -8%[172 µM] | G: -9%[87.6 µM]

> c1coc(-c2nc3ncccc3[nH]2)c1
  A: -29%[230 µM] | B: -12%&2%[88.5 µM] | C: 5&-13 | D: -8%[174 µM] | E: 13%&4%[87.6 µM] | F: -14%[230 µM] | G: 3%&1%[87.6 µM]

> Cc1ccc(CNC(=O)c2nc(SCc3ccc(F)cc3)ncc2Cl)cc1
  A: / | B: / | C: -18 | D: / | E: 2% | F: / | G: 31%[activator]

> CCCCOc1c(C(=O)c2c(F)cc(C)cc2F)cnc2n[nH]cc12
  A: / | B: -2%&-4% | C: -5 | D: / | E: -11%&-21% | F: / | G: ?

> O=[N+]([O-])c1cccc(-c2noc([C@@H]3C[C@@H](O)CN3Cc3cccnc3)n2)c1
  A: -6%[172 µM] | B: -1%[88.5 µM] | C: 12 | D: ? | E: -2%[87.6 µM] | F: -20%[172 µM] | G: 8%[87.6 µM]

> CCOc1ccccc1CN1CCn2c(nnc2[C@@H]2C[C@@H](O)CN2Cc2cccnc2)C1
  A: -10% | B: 5% | C: -8 | D: -26% | E: 1%[12.5 µM] | F: -17% | G: ?

> CCC(=O)N1CCc2cc(Br)cc(S(=O)(=O)CCC(=O)N3CCN(c4ccccc4F)CC3)c21
  A: / | B: / | C: -10 | D: / | E: 9% | F: / | G: 0%

> CCCSc1ncc(Cl)c(C(=O)Nc2c(C(=O)c3ccc(F)cc3)oc3ccccc23)n1
  A: / | B: / | C: 0 | D: / | E: -3% | F: / | G: -22%

> Cc1ccc(C(=O)NCCNC(=O)c2ccc(-c3cncnc3)cc2)cc1
  A: / | B: / | C: 23 | D: -23% | E: / | F: -27% | G: /

> CC(=O)NC1CCCc2c1[nH]c1ccc(F)cc21 (stereo unspecified)
  A: 7% | B: i | C: -9 | D: -12% | E: 6% | F: ? | G: 2%

# Reprinted from the part before: 2 entries, then new ones.
# Labels used below: A = Luciferase inh; B = GPT2 inhibitor; C = IP6K1 inh; D = 3T3 cytotox; E = HEK293 viab; F = HEK cytotox; G = SNCA expr inhib
> Cc1ccc(C(=O)NCCNC(=O)c2ccc(-c3cncnc3)cc2)cc1
  A: / | B: / | C: 23 | D: -23% | E: / | F: -27% | G: /

> CC(=O)NC1CCCc2c1[nH]c1ccc(F)cc21 (stereo unspecified)
  A: 7% | B: i | C: -9 | D: -12% | E: 6% | F: ? | G: 2%

> CC(C)CCn1c(=O)c2sccc2n2c(CCCC(=O)NC3CCC(C)CC3)nnc12 (stereo unspecified)
  A: / | B: / | C: 18 | D: / | E: -17% | F: / | G: -20%

> O=C(NC1CCN(C(=O)N2CC3CC(C2)[C@H]2CCCC(=O)N2C3)CC1)c1ccncc1 (stereo partly specified)
  A: 6% | B: i | C: -3 | D: 1% | E: 7% | F: 13% | G: 1%

> COc1ccc(-c2n[nH]c3c2CC(=O)N(Cc2ccccn2)C3)cn1
  A: -13%[172 µM] | B: ? | C: 4 | D: ? | E: 11%[87.6 µM] | F: -5%[172 µM] | G: -15%[87.6 µM]

> N#Cc1cccc(CN[C@H]2[C@H](O)[C@H](O)C[C@@H]2c2cccnc2)c1
  A: -4%[172 µM] | B: ? | C: 1 | D: -1%[138 µM] | E: -20%[87.6 µM] | F: -3%[172 µM] | G: -15%[87.6 µM]

> COc1cccc(-n2c(SCC(=O)c3ccc(Cl)cc3)nc3c([nH]c4ccccc43)c2=O)c1
  A: / | B: / | C: -19 | D: / | E: 9% | F: / | G: -12%

> CSc1ccc(CNC(=O)c2sc3ncnc(N(C)C4CCCCC4)c3c2C)cc1
  A: / | B: / | C: 9 | D: / | E: 17% | F: / | G: -18%

> Cc1ccc(C#N)c(N2CC[C@@H](c3ccc4c(c3)OCO4)[C@H](O)C2)n1
  A: 1% | B: 0%[11.5 µM] | C: 6 | D: ? | E: -4% | F: ? | G: -6%

> Cc1sc2c(c1C)c(=O)n(-c1ccc(Cl)cc1)c(=O)n2Cc1cc(=O)n2cc(Br)ccc2n1
  A: / | B: / | C: 14 | D: / | E: -3% | F: / | G: 36%[activator]

> COc1ccc(NC(=O)C2(C)CN(C)Cc3ccc(Nc4cccc(OC)c4)nc32)cc1 (stereo unspecified)
  A: -26%[172 µM] | B: -11%[88.5 µM] | C: -13 | D: ? | E: -19%[87.6 µM] | F: ? | G: 4%[87.6 µM]

> CN1CCC(NC(=O)C2(C)CCCc3cnc(NCc4ccccc4)nc32)CC1 (stereo unspecified)
  A: 7%[172 µM] | B: i | C: -8 | D: -28%[138 µM] | E: 8%[87.6 µM] | F: ? | G: -6%[87.6 µM]

> Cc1cccc(N(C)C(=O)CN2C(=O)NC3(CCCCC3)C2=O)c1
  A: -3% | B: -8% | C: 14 | D: -10% | E: 5% | F: 3% | G: -13%

> COc1cccc(C(=O)NCc2nc(-c3ccccc3)no2)c1OC
  A: / | B: / | C: -17 | D: / | E: -2% | F: / | G: 16%

> COc1ccccc1N1CCN(CCC(=O)N(C)Cc2ccccc2)CC1=O
  A: -1% | B: i | C: -2 | D: 3% | E: -11% | F: i | G: -8%

> NC1CCCCN(c2c(F)cc3c(=O)c(C(=O)O)cn(C4CC4)c3c2Cl)C1 (stereo unspecified)
  A: / | B: i | C: 12 | D: / | E: -5%[23.9 µM] | F: / | G: /

> C[C@@H]1CN(Cc2nc3c(n2Cc2ccccc2)C(=O)N(CCOc2ccccc2)CCN3)C[C@H](C)O1
  A: -2% | B: -7% | C: -17 | D: -15% | E: -1% | F: ? | G: 13%

> O=C(c1ccc2nc[nH]c2c1)N1CCC(Oc2ccccc2-c2nc(C3CC3)no2)C1 (stereo unspecified)
  A: / | B: -2% | C: -10 | D: ? | E: 6% | F: ? | G: 27%

> Cc1cc(C)n(CC(=O)N2CCN(Cc3ccccc3)CC(O)C2)c(=O)n1 (stereo unspecified)
  A: -1% | B: ? | C: 16 | D: -12% | E: -2% | F: 2% | G: 22%

# Quoted from the listing:
# HEK293 viab with NC1CCCCN(c2c(F)cc3c(=O)c(C(=O)O)cn(C4CC4)c3c2Cl)C1 (stereo unspecified) stands at -5%[23.9 µM]
# Luciferase inh with Cc1cc(C)n(CC(=O)N2CCN(Cc3ccccc3)CC(O)C2)c(=O)n1 (stereo unspecified) stands at -1%
# Luciferase inh with Cc1cccc(N(C)C(=O)CN2C(=O)NC3(CCCCC3)C2=O)c1 stands at -3%
